MT stabilize HCS = microtubule stabilizers in HeLa cells; AID 2205; HeLa tubulin immunostaining HCS, 24 h; share of cells brighter than vehicle mean+2SD; % tubulin-high responders, % at 10 µM; 200,000 tested, 0.83% active;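 active means plate Z-score above 3 for both tubulin-high and condensed-nucleus cell shares, with cell loss under 80%, at 10 µM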;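 further: anti alpha tubulin signal scored within the nucleus-defined area of each cell; some results filed as inactive read as strong as hits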
Insulin prom up = MIN6 insulin promoter up-regulation; MIN6 insulin promoter-GFP reporter, high-content imaging; hits give high values; AID 1625; 190,000 tested, 0.3% active; z-score at 5 µM;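 active means z-score above 3 at 5 µM with at least 500 cells counted in the well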
Yfh1-depleted yeast = enhancers of respiration in Yfh1-depleted yeast, dose response, Friedreich's ataxia, plus single-dose screen (AID 1465). fold induction at 50 µM; hits with a dose series show EC50 in µM. S. cerevisiae Yfh1-off respiration, WST-1 reduction, 72 h; higher fold induction means a stronger effect. 220,000 tested, 0.074% active;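 active means fold induction of absorbance versus untreated yeast above a set limit, then at least 30% activation at any dose in follow-up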;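 further: activators that raise dye reduction in frataxin-depleted yeast; strong numbers were not always called active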
Autophagy mod = autophagy modulation, high-content screen | MEF GFP-LC3 puncta imaging; test concentration mostly 10 µM | calls only at 10 µM (by protocol) | 190,000 tested, 0.98% active | AID 463193;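 active means percentage of spot-positive cells more than 3 SD above its plate mean, without a fluorescence outlier flag or 80% toxicity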;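 further: spot-positive cell cutoff set from DMSO-treated cells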
Dynein transport = dynein cargo transport inhibition | 3617.4 mouse cells, GR-EGFP nuclear translocation imaging; test concentration mostly 20 µM; stimulated with dexamethasone, 1 µM; hits give low values | 220,000 tested, 0.47% active | AID 1381 | z-score, hits read low;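 active means plate z-score of nuclear minus cytoplasmic receptor signal below a set negative limit, without overly bright fluorescence or cell loss, cut at about -3.5 in these data, passing the limit was not always enough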;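 further: z-score of nuclear minus cytoplasmic ring GR-EGFP intensity difference per well; some compounds called inactive have numbers as strong as hits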
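Buffer or medium: Induction medium lacking tetracycline, stripped serum | Also added: Dexamethasone agonist, 1.0 µM final, for 30 min | Timing: 48 h induction, 1 h compound, 30 min dex at 37 °C | Detection: Formaldehyde fixation, Hoechst nuclear stain, 10x automated fluorescence imaging | Measure: Nuclear versus cytoplasmic GR-EGFP signal, averaged per well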
HEK293 NOD2/NF-kB = NOD2 signaling inhibitors, cell-based, luminescence, uHTS, HEK293 (AID 1566); inhibition, % at 4 µM, or EC50 in µM where a hit was titrated; HEK293 NOD2/NF-kB luciferase reporter, luminescence; higher % means a stronger effect; 290,000 tested, 0.63% active; in the data active means inhibition above about 50%; further: many of its hits are not listed in these tables
b-catenin transl = alters nuclear translocation of beta-catenin in HeLa cells. nuclear translocation activity, % at 5 µM. AID 1665. immunofluorescence imaging. 190,000 tested, 0.3% active;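 active means nuclear translocation activity above 50% at 5 µM, with a well cell count of 50 or more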;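 further: per-cell ratio of nuclear to cytoplasmic median beta-catenin stain intensity; plate controls were DMSO negative control for no effect and GSK-3 inhibitor IX positive control for full effect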
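Test system: HeLa cells, endogenous beta-catenin; Compound: single 5 µM dose plus 0.02–20 µM confirmation series; Times: compound exposure 24 h at 37°C; Signal: fluorescence imaging of beta-catenin antibody stain plus DAPI; Read-out: % activation, nuclear-to-cytoplasmic median beta-catenin signal ratio per cell.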
WT yeast gro inh = growth inhibition of WT yeast, mitochondrial fusion screen; mitochondrial fusion phenotypic screen, WT strain; inhibition, % at 10 µM; 190,000 tested, 2.1% active; in the data active means inhibition above about 58%; tested in S. cerevisiae
Hep lipid drop = hepatic lipid droplet formation modulation; AML12 mouse hepatocytes, oleate lipid droplets, BODIPY imaging; inhibition, % at 6.5 µM; 240,000 tested, 0.4% active; AID 1656;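 active means lipid droplet intensity inhibited by at least 50%, with more than 500 cells counted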
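Material – mouse AML12 hepatocyte cell line, fixed after treatment · Compound dosing – one dose, 6.5 µM compound · Times – compound with oleate, overnight · Measured by – Image-based BODIPY and DAPI two-channel analysis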
WT yeast gro inh mutant strain = also measured in WT yeast gro inh; calls as there; inhibition, %; mitochondrial fusion phenotypic screen, mutant strain inhibition
Dynein transport cytoplasmic EGFP = further read-out of Dynein transport, marked with its call; z-score; measured here: cytoplasmic GR-EGFP intensity; hits give high values
Dynein transport nuclear GR-EGFP = second read-out of Dynein transport, no call of its own (marks repeat the call); z-score; measured here: nuclear GR-EGFP intensity;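 lower value marks the stronger effect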
Dynein transport cell count = recorded beside Dynein transport, whose call it bears; z-score; measured here: cell count per field
Insulin prom up cell count = recorded beside Insulin prom up, whose call it bears; cell count; measured here: cytotoxicity, nuclei count;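 total cells summed across four imaged fields per well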
Hep lipid drop cells 6.5 µM = second read-out of Hep lipid drop, no call of its own (marks repeat the call); cell count; measured here: cell count, cytotoxicity flag;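 cells counted across two imaged fields per well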
b-catenin transl cell count 5 µM = second read-out of b-catenin transl, no call of its own (marks repeat the call); cell count; measured here: cell count, cytotoxicity flag
MT stabilize HCS Hoechst-high % = second read-out of MT stabilize HCS, no call of its own (marks repeat the call); % Hoechst-high responders; measured here: nuclear condensation Hoechst responders;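 share of cells brighter than vehicle mean plus two SD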
MT stabilize HCS cytotoxicity % = recorded beside MT stabilize HCS, whose call it bears; toxicity, %; measured here: cytotoxicity by cell density;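 0% = mean cell density of plate MIN control wells and 100% = no cells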
Autophagy mod cell loss 18 h = recorded beside Autophagy mod, whose call it bears; toxicity, %; measured here: cell loss, nuclei count;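 cell loss after 18 h compound exposure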
An asterisk follows results filed as active; i = inactive; · = not tested or not shown. Only part of the results is shown. The share of hits here may be higher or lower than overall.

nr	molecule	Insulin prom up	Dynein transport	Dynein transport cytoplasmic EGFP	b-catenin transl cell count 5 µM	Hep lipid drop cells 6.5 µM	Insulin prom up cell count	Hep lipid drop	b-catenin transl	MT stabilize HCS cytotoxicity %	MT stabilize HCS	Autophagy mod	Dynein transport nuclear GR-EGFP	Dynein transport cell count	Autophagy mod cell loss 18 h	WT yeast gro inh	HEK293 NOD2/NF-kB	WT yeast gro inh mutant strain	Yfh1-depleted yeast	MT stabilize HCS Hoechst-high %
1	O=C(N/N=C/c1ccc([N+](=O)[O-])o1)c1ccc(NS(=O)(=O)c2cccs2)cc1	-0.8	-0.026	-0.21	1222	694	982	0	2.2	·	·	·	0.035	-0.051	·	·	35%	·	i	·
2	CCN1CCN(CC2CC3C=CC2C3)CC1 (stereo not drawn)	0.39	-0.22	-0.26	1145	626	1412	-1	0.8	7.6	5.2	i	0.17	0.6	-2	-3	10%	11	i	3.1
3	O=C(c1ccco1)N1CCN=C1SCc1ccccc1Cl	-0.41	-0.95	-0.14	·	·	918	·	·	5.7	2.0	i	-0.51	-0.021	9	-1	10%	27	i	3.5
4	C#CCOCCOCCOCCNc1nc(N2CCN(C(=O)[C@H](Cc3cc4ccccc4[nH]3)n3cc([C@@H](N)C(C)CC)nn3)CC2)nc(N2CCN(C(=O)[C@H](Cc3cc4ccccc4[nH]3)n3cc([C@@H](N)Cc4ccc(O)cc4)nn3)CC2)n1 (stereo partly drawn)	2	-0.56	0.4	1229	705	1483	-4	-1.3	6.6	3.1	i	0.11	-0.21	-3	-2	8%	2	·	1.6
5	O=C(O)Cn1ncn(-c2ccc(OC(F)(F)F)cc2)c1=O	-0.49	-0.48	-0.32	1108	654	1345	3	-0.8	6.6	4.2	i	-0.34	0.33	5	-1	6%	3	i	1.1
6	CC(C)N(C(=O)COC(=O)c1cccc(C(=O)OCC(=O)N(C(C)C)C(C)C)n1)C(C)C	0.26	0.037	-0.31	1085	687	1091	-13	-0.3	2.7	0.9	i	-0.14	-0.079	-5	-1	14%	8	i	0.9
7	COc1ccc(OC)c(/C(O)=C/C(=O)C(=O)Nc2cc(C)cc(C)c2)c1	-5	-0.37	-0.31	·	598	671	-31	·	16	1.5	i	-0.36	1.4	9	10	7%	3	i	1.4
8	Cc1[nH][nH]c(=O)c1C(c1ccc2c(c1)OCO2)c1c(C)[nH][nH]c1=O	-0.1	-1.1	-0.35	1128	674	1346	-8	-0.4	1.8	2.1	i	-0.97	1.3	-8	-11	6%	-5	i	1.4
9	COc1ccc(/C=C2\COc3ccccc3C2=O)cc1OC	-0.42	-3.4	0.47	1017	651	1307	-5	-1.3	3.8	3.3	i	-1.8	-1.8	-11	22	-123%	21	i	2.4
10	CCOC(=O)c1c(C)c(C(=O)NCCCOC(C)C)c(C)n1C	0.6	1.2	-0.15	1020	555	1843	2	-1.2	2.4	5.6	i	1.5	-1.4	-3	-7	14%	6	i	1.9
11	c1ccc(OCCOCCN2CCc3ccccc3C2)cc1	-0.35	0.7	-0.15	1059	630	1242	-12	2.8	9.0	2.8	i	1.2	-1.8	-11	-11	-1%	-13	i	2.4
12	COc1cc(OC)c(NC(=S)NCc2ccc(F)cc2)cc1Cl	-1.3	-1.2	-0.3	1065	695	1572	3	-3.1	1.9	1.9	i	-0.62	0.96	-25	13	15%	13	i	2.1
13	O=c1cc(N2CCCCC2)c(-c2ccccc2)nn1Cc1ccc(Cl)cc1Cl	·	0.82	-0.21	·	·	·	·	·	7.3	2.1	i	-0.38	-0.14	-30	73*	-25%	21*	i	1.7
14	c1ccc(-n2ncc3cccnc32)cc1	0.32	2.3	-0.25	1309	753	1036	2	0.0	·	·	·	0.88	-0.74	·	·	-4%	·	i	·
15	O=C(c1oc2ccccc2c1CSCc1ccccc1)N1CCN(c2ncccn2)CC1	-0.21	-0.78	-0.3	1448	·	1324	·	-0.2	12	3.2	i	-0.084	0.12	10	17	6%	-8	i	1.7
16	Nc1ccccc1C(=O)NCc1ccccc1	0.31	-0.15	0.45	·	836	754	20	·	6.5	0.8	i	-0.23	0.034	2	-2	-7%	4	i	1.2
17	N#CC1=C(N)Oc2n[nH]c(-c3ccccc3)c2C12C(=O)Nc1ccccc12 (stereo not drawn)	-0.44	0.61	-0.21	·	705	1199	18	·	17	3.8	i	0.65	0.49	9	-25	-1%	2	i	2.2
18	C=CCO/N=C(/CCC)C1=C(N)CC(C)(C)CC1=O	-0.74	-0.54	-0.25	1534	665	1523	-1	-0.1	5.7	1.6	i	-0.12	0.048	-14	-4	-1%	-4	i	0.8
19	Cc1cc(C(F)(F)F)nn1CC(=O)NCC1CCCO1 (stereo not drawn)	0.51	-0.55	-0.18	1183	·	1427	·	-1.3	8.9	2.9	i	0.051	0.17	18	8	-2%	16	i	1.8
20	CC(c1ccccc1)n1c(-c2cccs2)nc2c(c(=O)c3ccccc3n2C)c1=O (stereo not drawn)	0.76	0.55	-0.74	1335	660	855	18	1.7	·	·	·	-0.038	-0.61	·	·	9%	·	i	·
21	CC(On1nnc2ccccc21)C(=O)N1CCN(Cc2ccccc2)CC1 (stereo not drawn)	-0.65	-1	-0.14	1122	718	1378	4	-0.8	8.4	1.6	i	-0.4	0.7	-5	-21	10%	-14	i	1.8
22	C=CCn1c(SCC(=O)/C(C#N)=C(\C)N)nc2sc(CC)cc2c1=O	·	-0.077	-0.051	1338	723	·	-19	-3.4	7.5	1.5	i	0.085	0.17	-13	10	15%	2	·	2.4
23	COc1cc(CNC2CCCC2)cc(Cl)c1OCc1ccc(F)cc1	-0.19	-0.78	-0.23	1050	529	1579	-11	5.0	4.0	1.7	i	-0.66	0.92	-1	37	-27%	43	i	1.2
24	CCN1CCN(S(=O)(=O)c2cc(OCC(=O)NC3CCCCC3)c(C)cc2Cl)CC1	-9.1	0.029	-0.11	958	730	541	-16	0.3	5.4	1.1	i	0.11	-0.57	9	5	36%	0	i	0.8
25	CC1(C)CC(=O)C(C(=O)c2ccccc2)C(=O)C1	-0.04	-0.045	-0.3	1052	730	1526	-10	-0.8	6.6	2.3	i	0.44	0.39	-14	3	14%	-3	i	1.8
26	O=C(Cn1nnc(-c2ccc3c(c2)OCO3)n1)NCc1ccco1	-0.24	1.2	1.9	996	681	1793	9	-3.0	97	8.9	i	1.4	1.4	1	23	-13%	9	i	7.9
27	O=C(CSc1nnc(CNc2ccccc2)o1)N1CCN(C(=O)c2ccco2)CC1	·	0.21	-0.17	795	714	·	-2	-7.9	5.0	2.8	i	-0.012	-1.1	-4	-23	13%	-2	i	1.6
28	Cc1ccc(/C=N/OC(=O)c2c(C)noc2-c2snnc2C)cc1	-0.81	0.5	-0.16	1132	685	1518	6	-0.5	·	·	·	0.24	-0.23	·	·	8%	·	i	·

Given in transposed form: entries from further up.
25) CC1(C)CC(=O)C(C(=O)c2ccccc2)C(=O)C1
26) O=C(Cn1nnc(-c2ccc3c(c2)OCO3)n1)NCc1ccco1
27) O=C(CSc1nnc(CNc2ccccc2)o1)N1CCN(C(=O)c2ccco2)CC1
28) Cc1ccc(/C=N/OC(=O)c2c(C)noc2-c2snnc2C)cc1
screen / no.	25	26	27	28
Insulin prom up	-0.04	-0.24	·	-0.81
Dynein transport	-0.045	1.2	0.21	0.5
Dynein transport cytoplasmic EGFP	-0.3	1.9	-0.17	-0.16
b-catenin transl cell count 5 µM	1052	996	795	1132
Hep lipid drop cells 6.5 µM	730	681	714	685
Insulin prom up cell count	1526	1793	·	1518
Hep lipid drop	-10	9	-2	6
b-catenin transl	-0.8	-3.0	-7.9	-0.5
MT stabilize HCS cytotoxicity %	6.6	97	5.0	·
MT stabilize HCS	2.3	8.9	2.8	·
Autophagy mod	i	i	i	·
Dynein transport nuclear GR-EGFP	0.44	1.4	-0.012	0.24
Dynein transport cell count	0.39	1.4	-1.1	-0.23
Autophagy mod cell loss 18 h	-14	1	-4	·
WT yeast gro inh	3	23	-23	·
HEK293 NOD2/NF-kB	14%	-13%	13%	8%
WT yeast gro inh mutant strain	-3	9	-2	·
Yfh1-depleted yeast	i	i	i	i
MT stabilize HCS Hoechst-high %	1.8	7.9	1.6	·

Bioassay records as filed in PubChem BioAssay.
